SIAE primary – human SIAE inhibition, primary screen. Q9HAT2. SIAE FP-Rh probe binding, fluorescence polarization. inhibition, % at 9.66 µM. 370,000 tested, 0.69% active;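 active = inhibition above a cutoff: mean of compounds within the control limits plus 3 SD of those, cut at about 17% in these data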;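 also: 0% = plate median of compound wells and 100% = probe without SIAE protein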
Tn7 DDE FP – DD(E)-Tn7 binding inhibition, primary FP screen; P02675; FP displacement of FITC-Tn7 peptide from fibrin DD(E); 0% = median of compound wells per plate; inhibition, % at 8.3 µM; 370,000 tested, 0.13% active; AID 720508;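 active = inhibition above the mean of compounds falling within the control limits plus 3 SD of them, cut at about 14% in these data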;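 also: 0% = plate median of compound wells and 100% = 10 µM Aha-Tn7 peptide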
Target sequence (P02675 whole entry, looked up): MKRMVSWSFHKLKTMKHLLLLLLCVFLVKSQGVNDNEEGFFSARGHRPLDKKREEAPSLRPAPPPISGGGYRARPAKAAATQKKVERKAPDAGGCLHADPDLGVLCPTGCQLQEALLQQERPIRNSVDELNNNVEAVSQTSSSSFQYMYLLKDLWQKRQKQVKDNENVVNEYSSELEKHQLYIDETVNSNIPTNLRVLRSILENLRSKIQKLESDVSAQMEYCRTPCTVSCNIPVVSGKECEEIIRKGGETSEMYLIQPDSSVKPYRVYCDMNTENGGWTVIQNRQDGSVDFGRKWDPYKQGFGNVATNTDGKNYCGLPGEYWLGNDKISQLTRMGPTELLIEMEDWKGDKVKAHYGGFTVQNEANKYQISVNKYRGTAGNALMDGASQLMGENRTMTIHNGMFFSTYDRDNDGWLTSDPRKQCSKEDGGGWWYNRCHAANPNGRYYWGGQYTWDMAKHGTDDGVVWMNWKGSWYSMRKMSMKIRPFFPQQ
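Assay system: human fibrin DD(E). Input: DD(E) 2 µM final. Medium: Tris buffer with calcium and detergent, pH 7.8. Compound dosing: single point at 8.3 µM. Timing: 10 min plus 3 h, room temperature. Technique: fluorescence polarization of the labelled Tn7 tracer. Read-out: percent inhibition. Replicates: singlicate testing.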
LEDGF integ inh – blocks HIV-1 LEDGF/p75-dependent DNA integration; TR-FRET IN-LEDGF/p75 DNA integration, Eu/Cy5; inhibition, % at 3.7 µM; 370,000 tested, 0.64% active; AID 743269;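 active = inhibition above the screen-wide mean plus 3 SD, cut at about 13% in these data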;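 also: signal is the Cy5 over europium emission ratio at 671 and 618 nm; 0% = plate median of compound wells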
TDP2 inh – TDP2 (human) inhibition, absorbance primary screen; inhibition, % at 12.8 µM; recombinant TDP2, T5PNP hydrolysis, p-nitrophenol absorbance 415 nm; 370,000 tested, 0.34% active;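 active = inhibition above the mean of all tested compounds plus 3 SD, set per campaign, cut at about 25% in these data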;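 also: 0% = DMSO with enzyme and 100% = buffer with substrate but no TDP2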
Target sequence (O95551 whole entry, looked up): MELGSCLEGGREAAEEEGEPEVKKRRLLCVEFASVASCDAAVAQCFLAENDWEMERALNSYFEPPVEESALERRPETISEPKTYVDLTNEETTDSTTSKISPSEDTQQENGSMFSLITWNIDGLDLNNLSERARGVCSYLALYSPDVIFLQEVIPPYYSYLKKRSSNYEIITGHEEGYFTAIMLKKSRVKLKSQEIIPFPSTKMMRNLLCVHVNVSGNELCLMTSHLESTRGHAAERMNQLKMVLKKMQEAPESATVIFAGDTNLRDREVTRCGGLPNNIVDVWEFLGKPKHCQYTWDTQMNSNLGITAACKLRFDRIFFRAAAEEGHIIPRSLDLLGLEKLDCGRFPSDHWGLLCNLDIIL
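Read-out basis: percent inhibition. System: recombinant human TDP2. Buffer or medium: Mg2+-containing Tris-HCl buffer, pH 7.5. Repeats: single replicate. Timing: reaction 2 h, 37 °C. Benchmarks: high control without enzyme, low control DMSO plus TDP2. Probe or stimulus: 5 mM T5PNP. Doses: 12.8 µM only. Measured by: epi absorbance of p-nitrophenol freed from T5PNP by hydrolysis.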
mABHD4 FP – ABHD4 (mouse) inhibition, primary FP screen. Q8VD66. inhibition, % at 8.92 µM. purified mABHD4, FP-Rh probe fluorescence polarization. 370,000 tested, 0.54% active;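 active = inhibition exceeding the mean over every tested compound plus 3 SD, cut at about 30% in these data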;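 also: 0% = plate median of compound wells and 100% = S159A mutant with DMSO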
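Test system: mABHD4 protein | Buffer or medium: HEPES pH 7.0 buffer, 150 mM NaCl, 0.01% Pluronic F-127 | Probe or stimulus: FP-Rh fluorescent activity-based probe, added after compound pre-incubation | Timing: Pre-incubation 45 min, probe exposure 60 min, at 25 °C | Technique: Fluorescence polarization, excitation 525 nm, emission 598 nm, BODIPY TMR filters | Repeats: Single well per compound (singlicate)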
TCR CD3 inh – inhibitors of human TCR-CD3 interaction; inhibition, % at 9.4 µM; 360,000 tested, 0.37% active; TAMRA-labeled TCR probe fluorescence, biochemical; in the data active = inhibition above about 19%;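 also: recombinant mutant TCR 2C K166C tagged with TAMRA read by polarization; 0% = receptor in buffer alone and 100% = receptor with positive control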
UHRF1 binding – human UHRF1 methylated DNA binding inhibitors; Q96T88; UHRF1 binding to methylated oligo, TR-FRET; inhibition, % at 4.4 µM; 370,000 tested, 0.75% active; AID 687016; in the data active = inhibition above about 21%;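 also: UHRF1 SRA domain binding a hemimethylated CpG hairpin DNA probe; 0% = median of test compound wells and 100% = reference inhibitor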
PG9 binder – binds the HIV-1 gp120 antibody PG9. TR-FRET gp120-PG9 antibody binding. inhibition, % at 6.7 µM. 360,000 tested, 0.43% active; in the data active = inhibition above about 8.5%
HTRA1 inh – blocks human HTRA1 serine peptidase | Q92743 | recombinant HTRA1, FP-rhodamine activity-based probe, fluorescence polarization | inhibition, % at 5.96 µM | 340,000 tested, 0.5% active; in the data active = inhibition above about 36%;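 also: 0% = enzyme with DMSO and 100% = wells lacking enzyme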
PRMT1 FP inh – PRMT1 (human) inhibition, primary screen; Q99873; inhibition, % at 2.79 µM; recombinant PRMT1, activity-based probe fluorescence polarization; 370,000 tested, 1.3% active;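 active = inhibition above about 21% made by adding two undisclosed values, limit read from the data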
Numbers without * were called inactive; . = not tested or not shown.

Second line of a record: SIAE primary, Tn7 DDE FP, LEDGF integ inh, TDP2 inh, mABHD4 FP, TCR CD3 inh, UHRF1 binding, PG9 binder, HTRA1 inh, PRMT1 FP inh
- COC(=O)C1(CC2CC(c3ccccc3)=NO2)CCN(C(=O)OC(C)(C)C)CC1 (centres undefined)
    3, -3, 1, 2, 2, 9, -2, 1.3, -7, -3
- CSCCC(NC(=O)COc1ccccc1)C(=O)OCC(=O)c1ccccc1 (centres undefined)
    -5, -12, 0, 7, -3, 11, 2, -1.0, -5, 1
- COCCn1c(-c2ccc(C#N)cc2)nc2c1c(=O)[nH]c(=O)n2Cc1ccccc1
    -6, -4, -4, -4, 7, 7, -1, 1.2, 6, -1
- CCOc1ccc2ccccc2c1CNCCCN1CCOCC1
    -1, 6, -1, 4, 0, 2, -2, -1.4, 3, -1
- NC(=O)c1cccnc1Oc1ccc(Cl)cc1Cl
    -3, -6, 4, -16, -4, -1, 1, -0.1, -2, -6
- Cc1ccc(-c2csc(NCCn3c(C(F)(F)F)nc4ccccc43)n2)cc1
    3, -6, 0, -10, -4, 4, -3, -2.5, -7, -2
- O=C1CC(c2nc3ccccc3[nH]2)CN1c1cccc(C(F)(F)F)c1 (centres undefined)
    -6, 0, -1, -3, -6, -3, -2, 1.5, -5, 6
- COCCn1c(C)cc(C(=O)COc2nc3ccccc3nc2C)c1C
    -4, 1, 4, -12, -12, 12, 3, -0.9, 2, -4
- CC1(C)CC(C)(O)P(=O)(c2ccccc2)O1 (centres undefined)
    -2, -9, -1, 2, -4, 4, 0, -0.6, -2, 0
- CCN1C(=O)[C@H]2[C@H]3CN=C(SCc4ccc(Cl)cc4)N3[C@@](CC)(C(=O)OC)[C@H]2C1=O
    1, -5, -3, -10, -6, -1, 0, 1.5, 0, -2
- Cc1ccc(C2NC(=O)c3ccccc3O2)cc1 (centres undefined)
    2, 8, -1, 9, 5, -2, 2, 1.6, -4, 0
- FC(F)(F)c1ccc(N2CCN(c3ncnc4c3nnn4Cc3ccccc3)CC2)nc1
    4, -1, -1, -1, -6, 0, -1, 0.1, -9, -2
- O=C(N/N=C/c1ccccn1)c1ccncc1
    -4, 12, 0, -5, 2, -4, 0, -2.1, 9, -4
- Cc1cccc(C=Nc2ccc3c(c2)oc2ccccc23)c1O
    5, 0, -2, 8, 4, 5, -7, -3.6, 6, -1
- CN1CCN(Cc2nc(Cc3cccc(F)c3)no2)CC1c1ccccc1 (centres undefined)
    -3, -9, -2, 4, 4, 4, -2, 0.6, 10, -1
- CC(C)NC(=O)C(OC(=O)c1ccccc1)C(OC(=O)c1ccccc1)C(=O)O (centres undefined)
    2, -3, 2, -1, -2, -2, 0, 0.2, 7, 2
- O=S(=O)(c1cccs1)N1CCN(CCc2ccccc2)CC1
    5, -5, -1, 11, 0, 7, -3, -2.9, -1, -1
- CC1(C)Cc2c(sc(NC(=O)c3ccc4c(c3)OCCO4)c2C(N)=O)C(C)(C)N1
    -3, 3, 2, 4, 3, 6, 3, 0.3, -3, -3
- COc1ccc(-c2[nH]c3ccccc3c2SCCNC(=O)c2ccccc2)cc1
    7, -1, 2, -9, 22, 0, 0, -1.9, -11, -1
- CCn1c(=O)[nH]c2ccccc2c1=O
    12, 8, 1, 8, 7, 9, 2, 1.2, 4, 3
- Cc1ccsc1C(=O)OCc1nnc(-c2ccccc2)o1
    -2, 6, -3, -2, 7, -4, 2, 0.1, 0, 3
- CC(C)c1ccc(N2C(=O)C(Cl)=C(N3CCOCC3)C2=O)cc1
    -4, -2, 0, 6, 4, 14, -1, -0.6, 2, 1
- CCNC(=O)COC(=O)c1ccc(-n2nc(C)cc2C)cc1
    0, 8, 4, -4, -5, 4, -2, 0.5, 0, -4
- CS/C(=N\S(=O)(=O)c1cccs1)Nc1ccc(F)c(Cl)c1
    6, 7, -3, 5, 2, -6, 2, -0.1, -10, 2
- COc1ccc(OCCC(=O)NCc2ccccc2)cc1
    0, -1, -4, -12, -4, 0, 0, -3.0, 1, -3
- CC(CN1CCN(C)CC1)OC(=O)c1ccccc1Cl (centres undefined)
    7, 8, 1, 12, 0, 2, 1, 0.2, -4, -2
- CC1(C)CC(CCC(=O)NC(=S)Nc2ccccc2Cl)C(=O)O1 (centres undefined)
    1, 3, -1, -6, -1, -9, 3, 0.4, 1, 2
- O=C(/C(=N\Nc1ccccc1)Sc1nnnn1-c1ccccc1)c1ccccc1
    -4, -8, 0, 10, -5, 0, 4, -2.3, 4, 3
- CC/C(=N\NC(=O)Nc1nonc1N)c1ccc(OC)c(OC)c1
    4, 4, 0, -6, -2, -2, 0, -1.7, 5, -4
- CC(=O)N1CCCN(C(=O)c2ccc3nc(Cc4cccc(Cl)c4)oc3c2)CC1
    -1, -16, 1, -1, 1, 9, 2, -2.4, 4, 1
- C=CCc1c(OC(C)=O)c2ccccc2n(C)c1=O
    4, -9, 0, 7, 0, -5, 0, -2.1, 8, 0
- C=CCn1c(SCC(=O)c2cc(C)n(CC3CCCO3)c2C)nnc1-c1ccccc1 (centres undefined)
    -4, -3, 0, 7, -5, -8, 1, -0.6, -3, 3
- COc1ccc(NC(=O)c2cc(S(=O)(=O)Nc3ccc(OC)cc3)cs2)cc1
    -8, 6, -2, -10, -8, -5, 1, 0.9, -26, 5
- CCOc1ccc(S(=O)(=O)Nc2cc(S(=O)(=O)N3CCOCC3)ccc2OC)cc1
    2, 0, -2, -1, 8, -1, 1, 0.7, -5, 4
- Cc1ccc(Cn2ncc(C)c2N)o1
    13, 8, 5, -8, 4, -2, -2, -4.1, 4, -1
- Cc1ccc(/C=C/C(=O)c2cc(Br)ccc2OC(=O)c2ccco2)cc1
    -7, -3, -1, 1, -11, -1, 0, -0.4, -9, 1
- Cc1cc(Cn2nnnc2-c2ccncc2)cc(C)c1O
    0, -2, 7, -2, 0, 9, 0, -1.6, -5, 1
- Cc1ccc(NC(=O)N2CCC(C(=O)NCc3ccc(F)cc3)CC2)cc1
    14, -6, 2, 4, -2, -6, 3, -1.2, 3, 0
- O=C(NCCc1ccccc1)OCc1cn(Cc2cccc(Cl)c2)nn1
    0, -2, 4, 6, 0, ., 1, ., ., -1
- CCCCCNC(=O)C(c1ccc(OC)cc1)n1c(=O)c(-c2cc3ccccc3[nH]2)nc2ccccc21 (centres undefined)
    -33, -6, 2, 2, -32, -6, -3, 1.2, ., -3

A run of entries of the results above:
Second line of a record: SIAE primary, Tn7 DDE FP, LEDGF integ inh, TDP2 inh, mABHD4 FP, TCR CD3 inh, UHRF1 binding, PG9 binder, HTRA1 inh, PRMT1 FP inh
- C=CCc1c(OC(C)=O)c2ccccc2n(C)c1=O
    4, -9, 0, 7, 0, -5, 0, -2.1, 8, 0
- C=CCn1c(SCC(=O)c2cc(C)n(CC3CCCO3)c2C)nnc1-c1ccccc1 (centres undefined)
    -4, -3, 0, 7, -5, -8, 1, -0.6, -3, 3

Additional results.
Second line of a record: SIAE primary, Tn7 DDE FP, LEDGF integ inh, TDP2 inh, mABHD4 FP, TCR CD3 inh, UHRF1 binding, PG9 binder, HTRA1 inh, PRMT1 FP inh
- CC(C)[C@H](NC(=O)c1ccc(F)cc1)C(=O)OCC(=O)NC(=O)c1cccn1C
    -1, -7, 0, 0, 20, 9, -1, -1.9, -3, -1
- COc1cc(OC)cc(-c2nc3ccccc3s2)c1
    -9, -1, 3, 2, 7, 0, -1, -2.7, -21, -1
- O=C(Nc1nnc([C@@H]2C[C@H](O)[C@@H](CO)O2)s1)c1ccccc1Cl
    -5, -3, 1, -22, -12, 3, 5, 0.6, ., 10
- Cc1c(Cl)cccc1NC(=O)CNC(=O)c1ccc(F)cc1
    -3, 0, -3, 6, 0, -3, 2, -2.4, 0, -2
- Cc1cccc(/C=N/NC(=O)C[n+]2ccccc2)c1
    3, 1, 1, 3, -1, -7, 1, -0.2, 2, 3
- Nc1cc(Cl)ccc1N1C(=O)CCC1=O
    0, -2, 1, 0, 1, 2, 0, 1.5, 8, -3
- O=C(O)c1ccc2c(c1)C(=O)N(NC(=O)c1ccccc1)C2=O
    -1, -1, 6, 0, -6, 6, -5, -0.1, 3, -1
- COc1cc(S(=O)(=O)N2CCOCC2)ccc1NC(=O)COC(=O)CC12CC3CC(CC(C3)C1)C2
    -16, 10, -3, -10, -9, 2, -1, -2.1, -25, -2
- COC(=O)CCC(=O)Nc1sc2c(c1C#N)CCCC2
    1, 1, -2, 4, 11, 11, -1, 0.7, 1, -1
- Cc1cc(NC(=O)c2ccc(S(=O)(=O)Nc3ccccc3)cc2)no1
    -8, 3, 0, -1, -10, -1, -1, -0.8, 1, 4
- COc1ccc(OC)c(NC(=O)CCC(=O)Nc2nnc(C(F)(F)F)s2)c1
    3, 4, 0, 8, 1, 3, -3, -0.5, 1, 0
- CC(C)Cc1nnc(NC(=O)c2cc(S(=O)(=O)N(C)C)ccc2N2CCCC2)s1
    4, -2, -5, -1, 19, -8, 5, -4.8, 2, 2
- CCCCn1c(N)c(N(CCOC)C(=O)Cn2c(=O)oc3ccccc32)c(=O)[nH]c1=O
    -3, 1, 2, 8, 0, 4, -1, 0.1, 4, 1
- CCCCCCc1c(C)c2ccc(OCC(=O)N[C@@H](Cc3ccccc3)C(=O)O)cc2oc1=O
    -3, -4, 5, -14, -1, 8, 0, 0.2, -41, 0
- Cc1ccc(C(=O)OCC(=O)N2CCC(c3ccccc3)=N2)cc1
    2, -4, 1, -4, -3, 1, -1, 0.6, -14, 0
- Clc1ccc(CN2CCC(Cc3ccccc3)CC2)cc1
    -11, -4, 3, -20, 3, 11, 2, -1.9, -1, -6
- Clc1ccc(SCCN2CCNCC2)cc1
    7, -1, 3, 13, 9, -2, -2, -0.2, 6, -1

5 compounds out of the list above, sorted by the number in UHRF1 binding, lowest first.
Second line of a record: SIAE primary, Tn7 DDE FP, LEDGF integ inh, TDP2 inh, mABHD4 FP, TCR CD3 inh, UHRF1 binding, PG9 binder, HTRA1 inh, PRMT1 FP inh
- CCCCCNC(=O)C(c1ccc(OC)cc1)n1c(=O)c(-c2cc3ccccc3[nH]2)nc2ccccc21 (centres undefined)
    -33, -6, 2, 2, -32, -6, -3, 1.2, ., -3
- COc1cc(OC)cc(-c2nc3ccccc3s2)c1
    -9, -1, 3, 2, 7, 0, -1, -2.7, -21, -1
- O=C(N/N=C/c1ccccn1)c1ccncc1
    -4, 12, 0, -5, 2, -4, 0, -2.1, 9, -4
- O=C(NCCc1ccccc1)OCc1cn(Cc2cccc(Cl)c2)nn1
    0, -2, 4, 6, 0, ., 1, ., ., -1
- O=C(Nc1nnc([C@@H]2C[C@H](O)[C@@H](CO)O2)s1)c1ccccc1Cl
    -5, -3, 1, -22, -12, 3, 5, 0.6, ., 10
